# Source: PubChem (Sanford-Burnham Center for Chemical Genomics)
# APJ ag = APJ receptor agonism | CHO-K1 APJ PathHunter beta-arrestin, luminescence; 0% DMSO wells, 100% apelin | P35414 | 330,000 tested, 0.11% active | AID 2520 | activation, % at 20 µM;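 active = activation more than six SD over the plate average, tested at 20 µM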;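 also: 0% = DMSO alone and 100% = apelin-13 at 10 nM; some results filed as inactive read as strong as hits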
#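 Material: engineered CHO-K1 APJ arrestin reporter cells; amount: 1000 CHO-K1 reporter cells seeded per well; incubation: compound stimulation 90 min at 25 °C, detection 60 min; signal: luminescent beta-gal fragment complementation, chemiluminescent substrate; read-out basis: APJ agonist activity; controls: DMSO-only wells as negative, 10 nM Apelin-13 as positive control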
# 697 NFkB inh = lowers PMA/ionomycin-induced NF-kB signal in 697 B cells; AID 435022; 697 B-cell NF-kB luciferase reporter, 16 h; inhibition, % at 4 µM; 330,000 tested, 0.33% active; in the data active = inhibition above about 35%
# Jurkat NFkB inh = inhibitors of the PMA/ionomycin-induced NF-kB reporter in Jurkat cells | inhibition, % at 4 µM | AID 435003 | PMA/ionomycin-induced NF-kB luciferase reporter, luminescence | 330,000 tested, 0.53% active; in the data active = inhibition above about 50%
# tim23-1 inh = inhibits growth of tim23-1 mutant yeast. S. cerevisiae tim23-1 growth, BacTiter-Glo luminescence, 24 h. inhibition, % at 20 µM. 330,000 tested, 1.3% active;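 active = growth inhibition of the mutant yeast at or above 50%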;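 also: temperature-sensitive mutant grown at 25 °C; plate controls were DMSO-treated mutant yeast for no effect and medium wells lacking yeast for full effect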
# UPR CHOP act = activators of apoptotic arm of unfolded protein response (CHOP) | CHO-CHOP luciferase reporter, UPR activation, luminescence; percent of tunicamycin response over DMSO baseline | activation, % at 10 µM | 330,000 tested, 0.34% active;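 active = at 10 µM dose, activation of 40% or more, normalized to positive control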;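 also: 100% = tunicamycin at 10 µg/mL and 0% = DMSO alone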
#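 Dosing – one dose, 10 µM in 0.5% DMSO · System – CHO-CHOP cells, stable luciferase reporter of PERK-eIF2a-CHOP signalling · Input – 500 cells/well · Control set – tunicamycin 10 µg/mL final as positive, DMSO-only wells as negative · Timing – 6 h compound treatment, 37 °C · Measure – % activation vs tunicamycin · Technique – luminescence read with Steady-Glo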
# APJ antag = blocks the human apelin receptor APJ; 330,000 tested, 0.32% active; AID 2521; CHO-K1 APJ beta-arrestin complementation, luminescence; inhibition, % at 20 µM; P35414;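 active = inhibition above about 40% at 20 µM, limit read from the data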;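 also: cells challenged with 10 nM apelin-13 agonist together with compound; plate controls were apelin-13 plus DMSO wells for no effect and DMSO wells lacking apelin-13 for full effect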
# Mdm2-MdmX inh = inhibitors of human Mdm2/MdmX interaction | 330,000 tested, 3% active | inhibition, % at 8 µM | SaOS-2 split-luciferase Mdm2/MdmX complementation, luminescence;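 active = inhibition of at least 50% at 8 µM in the primary screen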
# Target sequence (O15151 whole entry, looked up): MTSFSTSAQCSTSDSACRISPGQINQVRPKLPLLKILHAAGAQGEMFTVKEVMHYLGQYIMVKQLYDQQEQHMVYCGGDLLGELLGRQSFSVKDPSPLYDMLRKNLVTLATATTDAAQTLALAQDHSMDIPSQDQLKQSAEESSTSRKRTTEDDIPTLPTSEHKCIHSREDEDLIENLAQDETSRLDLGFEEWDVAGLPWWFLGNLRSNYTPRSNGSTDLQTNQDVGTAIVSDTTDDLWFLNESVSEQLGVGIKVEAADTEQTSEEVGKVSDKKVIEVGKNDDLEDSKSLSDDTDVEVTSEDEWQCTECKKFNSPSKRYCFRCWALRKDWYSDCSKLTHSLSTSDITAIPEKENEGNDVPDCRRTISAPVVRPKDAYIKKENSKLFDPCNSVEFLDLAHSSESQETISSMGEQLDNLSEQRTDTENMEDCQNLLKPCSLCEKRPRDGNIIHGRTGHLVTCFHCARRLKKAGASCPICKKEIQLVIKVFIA
# Target sequence (Q00987 whole entry, looked up): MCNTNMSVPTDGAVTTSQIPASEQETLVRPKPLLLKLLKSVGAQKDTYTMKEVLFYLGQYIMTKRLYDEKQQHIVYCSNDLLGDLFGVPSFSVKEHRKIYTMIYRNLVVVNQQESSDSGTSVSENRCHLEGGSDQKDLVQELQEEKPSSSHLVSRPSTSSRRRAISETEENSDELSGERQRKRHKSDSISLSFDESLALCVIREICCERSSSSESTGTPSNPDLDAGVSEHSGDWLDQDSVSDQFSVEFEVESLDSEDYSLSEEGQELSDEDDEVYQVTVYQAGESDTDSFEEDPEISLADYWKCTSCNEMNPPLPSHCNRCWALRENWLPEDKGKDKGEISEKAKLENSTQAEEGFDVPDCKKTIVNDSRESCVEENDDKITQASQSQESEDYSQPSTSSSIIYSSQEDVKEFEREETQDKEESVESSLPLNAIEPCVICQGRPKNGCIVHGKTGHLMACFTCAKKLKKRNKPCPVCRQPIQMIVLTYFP
# UPR XBP1 act = activators of adaptive arm of unfolded protein response (XBP1); CHO-XBP1 luciferase reporter, IRE1-XBP1 UPR activation, luminescence; percent of tunicamycin response, DMSO as zero; activation, % at 20 µM; 330,000 tested, 0.33% active;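 active = versus positive control, 20 µM dose yields 30% or more activation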;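 also: 100% = tunicamycin at 10 µg/mL and 0% = DMSO only wells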
#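 assay system = CHO-XBP1 luciferase reporter cells | amount = 1000 cells/well | buffer or medium = F12 plus 10% FBS | compound dosing = single point, 20 µM final compound, 1% DMSO | incubation = 16-18 h cell attachment at 37 °C, then 6 h compound exposure | detection = Steady-Glo luminescence read | controls = tunicamycin 10 µg/mL and vehicle-only wells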
# Starred values were filed as active, the others as inactive; . = not tested or not shown. Not a hit list (roughly 5% active in at least one column).
SMILES,APJ ag,697 NFkB inh,Jurkat NFkB inh,tim23-1 inh,UPR CHOP act,APJ antag,Mdm2-MdmX inh,UPR XBP1 act
Nc1nc(NCCCN2CCOCC2)nc(Nc2ccc(F)cc2)c1[N+](=O)[O-],0.2,-50.6,15.6,11.5,1.3,17.9,-34.2,1.5
CC(=O)c1c(C)[nH]c(C(=O)N(CCc2ccccc2)Cc2ccccc2)c1C,-1.7,3.6,-2.3,27.1,4.5,7.3,15.2,-1.7
CCc1ccccc1NC(=O)c1cc(S(=O)(=O)N2CCCC2)c[nH]1,-0.2,0.9,1.0,-3.4,0.3,11.1,1.4,-3.0
Cc1cc(=O)[nH]c(SCC(=O)N(CCC#N)c2ccccc2)c1C#N,-3.5,16.6,4.2,12.8,-0.3,-9.4,-6.5,5.9
COc1cc(C(=O)NCc2ccc3c(c2)cc(C)n3C)cc(OC)c1OC,-0.2,14.1,6.2,15.0,-1.8,-1.5,5.1,-2.5
CCOC(=O)CNC(=S)SC,5.2,-18.2,-37.7,5.6,-1.7,-9.8,7.3,-1.6
COc1cc(/C=N/N2CCN(c3ccccc3OC)CC2)ccc1O,-5.6,-11.1,-22.3,9.4,0.3,9.8,0.5,5.7
Cc1cc(C)n2nc(C(=O)N(C)c3c(N)n(Cc4ccccc4)c(=O)[nH]c3=O)nc2n1,4.8,9.1,6.5,0.5,1.2,5.9,-8.1,-4.9
O=C(Nc1ccc(Cl)cc1-c1nc2ccccc2s1)c1ccco1,2.1,5.0,3.5,-0.6,1.3,-1.8,33.5,1.7
O=C1N=C(N2CCCCC2)SC1=C1CCCC1,0.4,-15.2,-23.4,-3.8,1.3,-18.6,-17.1,0.4
CCOc1nc(OCC)c2cnn(C)c2n1,-3.0,-5.2,-25.3,5.5,-3.5,-21.1,31.7,-0.7
CCCn1nc(NC(=O)C2CCCO2)c2cc3cc(C)ccc3nc21 (stereo not given),-2.8,-30.7,-43.9,12.0,1.5,5.8,8.3,-2.8
CCn1c(SCC#N)nc2ccccc2c1=O,-0.6,6.3,8.7,-3.8,-1.6,-0.2,17.1,0.7
O=C(O)c1ccccc1C(=O)c1ccc(N2CCOCC2)c([N+](=O)[O-])c1,-2.8,-1.4,-10.6,5.9,0.1,-10.4,13.5,-0.9
Cc1cccc(OCc2nnc(NC(=O)Cc3cccs3)s2)c1,0.5,-4.8,-13.9,-22.4,-1.8,7.1,26.8,-1.5
Cc1cc(C)c2c(c1)OC(=O)CC2c1ccc2c(c1)OCO2 (stereo not given),.,1.7,.,42.0,1.3,.,-8.1,-0.9
O=C(Oc1cccccc1=O)c1ccccc1,-3.6,16.0,11.5,11.8,1.0,-5.6,49.1,3.1
O=S(=O)(Cc1ccc(Cl)cc1)NCC1CCCO1 (stereo not given),-6.8,-10.1,-10.4,-7.3,-1.3,-14.8,15.9,-1.9
COc1ccc(S(=O)(=O)N2CCN(Cc3ccccc3[N+](=O)[O-])CC2)cc1,3.0,1.1,13.4,38.4,-0.9,-5.2,3.8,-2.5
NC(=O)c1ccc(NC(=O)CCCc2nc(-c3ccccc3Cl)no2)cc1,-0.2,-12.7,0.8,4.5,-1.7,1.4,-26.5,0.2
O=c1oc2ccccc2cc1-c1nc(-c2cccs2)cs1,-3.5,1.8,-22.0,8.8,3.5,-18.4,-103.9,2.0
O=C(CSc1ncnc2scc(-c3ccccc3)c12)NCc1ccc2c(c1)OCO2,-2.0,-22.9,1.3,2.9,1.3,9.8,9.5,7.0
O=C1C(=O)N(c2ccccc2)C(c2ccccc2[N+](=O)[O-])/C1=C(\O)c1ccccc1 (stereo not given),-1.3,-21.3,0.4,5.8,2.0,-10.5,-10.3,4.0
CCOC(=O)C1(Cc2ccccc2C(F)(F)F)CCN(C2CCCC2)CC1,-2.8,-8.2,9.4,0.4,1.7,-0.5,14.1,-3.9
CC(=O)c1ccc(N2CCN(CC3CCCCC3)CC2)cc1,1.7,1.4,8.1,7.2,1.7,3.6,4.1,-7.2
CCOC(=O)c1cnc(SC)nc1Sc1cc(Cl)ccc1Cl,-3.8,4.1,10.1,18.9,0.4,21.3,1.2,-3.9
COc1cccc(C(=O)N(C)c2nnc(-c3ccncc3)s2)c1,-3.8,-22.6,-4.6,11.5,-1.4,-8.9,5.0,-2.0
O=C(NCC1CCCO1)C(=O)N/N=C/c1ccc(O)c(Cl)c1 (stereo not given),-2.3,19.6,-4.4,-0.3,-0.3,-26.8,-8.5,0.1
CCCN1CCN(CCCNC(=O)c2ccccc2NC(=O)C2=C(C)OCCS2)CC1,1.3,-29.0,-17.5,-7.1,0.6,23.3,-7.5,-4.0
O=C(CN1CCOCC1)N1CCN(c2ccc([N+](=O)[O-])cc2)CC1,-0.6,6.8,2.3,20.6,2.3,5.1,8.2,-3.0
Cc1ccc(S(=O)(=O)Nc2ccc(-n3cnnn3)cc2)c(C)c1,-5.1,10.4,-1.8,13.6,-0.3,-3.8,16.7,-0.8
O=C1C(Cc2ccccc2)Nc2ncnc(N3CCN(c4ccccc4)CC3)c2N1Cc1ccccc1 (stereo not given),-5.8,-3.8,8.2,37.3,0.4,36.4,5.3,0.4
CN(C)S(=O)(=O)c1ccc(C(=O)NCCOc2ccccc2)cc1,-0.4,-80.6,-73.1,0.7,4.1,-10.0,-76.6,1.6
CC(C)Cc1cc(C(=O)N2CCC(N3CCC(C(=O)NC4CC4)CC3)CC2)n[nH]1,-2.7,0.2,5.0,3.9,1.0,20.5,5.0,-1.8
Cn1c(SCc2nc(-c3ccccc3)no2)nnc1-c1cccs1,-0.9,-11.8,-10.0,6.5,-2.3,-5.5,7.1,-0.2
CC(C)(C)OC(=O)N1CCC[C@H]1c1nnc(SCc2c(F)cccc2Cl)o1,-3.2,13.2,18.0,27.7,-0.9,9.2,14.1,-4.3
CC(=O)NS(=O)(=O)c1ccc(NC(=O)c2cccc(S(=O)(=O)N3CCc4ccccc43)c2)cc1,1.0,21.0,3.8,6.1,1.3,12.3,-3.7,-2.2
Cc1ccc(NC(=O)CN2C(=O)N/C(=C\c3cccnc3)C2=O)cc1,-1.2,2.1,-14.5,-15.8,1.1,0.6,3.5,-1.8
Cc1cc(NC(=O)CSc2nc3ccccc3n2CCC#N)no1,-1.3,15.4,-7.2,10.9,-1.5,3.5,6.0,1.6
CCc1nnc(NC(=O)CCC(=O)N2CCN(S(=O)(=O)c3cc(Cl)ccc3OC)CC2)s1,2.3,10.6,4.2,-0.2,-0.6,3.7,11.2,-3.8

# One compound at a time (already shown).
# CC(=O)c1ccc(N2CCN(CC3CCCCC3)CC2)cc1 as listed: APJ ag: 1.7; 697 NFkB inh: 1.4; Jurkat NFkB inh: 8.1; tim23-1 inh: 7.2; UPR CHOP act: 1.7; APJ antag: 3.6; Mdm2-MdmX inh: 4.1; UPR XBP1 act: -7.2
# CN(C)S(=O)(=O)c1ccc(C(=O)NCCOc2ccccc2)cc1 as listed: APJ ag: -0.4; 697 NFkB inh: -80.6; Jurkat NFkB inh: -73.1; tim23-1 inh: 0.7; UPR CHOP act: 4.1; APJ antag: -10.0; Mdm2-MdmX inh: -76.6; UPR XBP1 act: 1.6

# (cont.)
SMILES,APJ ag,697 NFkB inh,Jurkat NFkB inh,tim23-1 inh,UPR CHOP act,APJ antag,Mdm2-MdmX inh,UPR XBP1 act
c1ccc(Cc2nn3c(-c4ccncc4)nnc3s2)cc1,-5.9,2.9,-1.6,6.5,-1.0,-17.5,22.6,3.3
CC1CCCCC1NC(=O)CN1C(=O)CSc2cc(S(=O)(=O)N3CCCCCC3)ccc21 (stereo not given),2.3,10.0,3.6,20.4,-1.0,-1.7,9.0,1.2
CC(C)(C)S(=O)(=O)c1nc2ccccc2s1,0.8,8.9,10.6,-1.5,-1.1,-5.7,23.0,-0.9
Cc1cccc(NC(=O)c2sc3ncn(CC(=O)N4CCN(c5ccccn5)CC4)c(=O)c3c2C)c1,-5.0,12.9,-4.5,16.4,-0.2,-10.0,13.8,-3.9
CC(CC(=O)N1CCN(c2cccc(Cl)c2)CC1)S(=O)(=O)c1ccc2c(c1)NC(=O)CO2 (stereo not given),32.8*,-49.7,16.4,15.3,7.8,-49.8,-2.5,-4.0
O=C(NC1CCCCCC1)C1CCN(S(=O)(=O)c2ccccc2)CC1,-0.3,13.9,1.8,21.5,-0.4,-4.1,-3.9,-0.7
CN(c1cccc(NC(=O)CN(c2ccc(F)cc2)S(C)(=O)=O)c1)S(C)(=O)=O,-0.2,8.2,-3.3,-0.6,-0.3,10.2,0.5,0.8
C[C@@H]1CCC[C@]2(O[C@H](CCO)C[C@@H](O)[C@@H]2O)O1,8.0,3.1,-15.7,-18.9,-2.1,3.7,-35.1,-0.7
CC1(C)CC(=O)C(C=NCc2ccc3c(c2)OCO3)=C(O)C1,-1.1,-16.9,-12.6,9.2,1.3,9.3,22.9,0.8
CCc1ccc(CCC(=O)Nc2nnc(C)s2)o1,-2.4,19.8,11.7,0.9,-0.2,-5.1,-15.3,4.7
CC1CCCCN1C(=O)COC(=O)c1ccc2ccccc2n1 (stereo not given),-2.4,3.7,2.6,22.0,6.3,20.4,17.9,7.2
Cc1cc(C(=O)OCC(=O)Nc2c(Cl)cccc2Cl)c(C)o1,-2.7,-3.4,6.2,6.0,-1.0,2.5,-17.3,-4.2
COC(=O)CSc1nnc(-c2ccccn2)n1N,-4.5,9.9,1.7,2.0,2.4,5.5,-0.9,0.2
CCNC(=O)N(C)C[C@H]1N[C@@](CC)(C(=O)OC)[C@H]2C(=O)N(Cc3ccccc3)C(=O)[C@@H]12,-4.3,-3.2,-3.8,-6.0,2.2,3.9,0.7,0.1
O=C(NNC(=O)c1ccccc1O)c1ccco1,0.1,-31.6,-7.1,4.1,3.6,17.3,-0.4,-4.5
COc1ccc(N2C(=O)C3CC(C)=C(C)CC3C2=O)c(OC)c1 (stereo not given),-4.8,16.4,-4.0,5.7,-2.4,5.5,15.7,3.9
CSCC(=O)N1CCCC(N2CCN(c3cccc(C(F)(F)F)c3)CC2)C1 (stereo not given),-2.5,15.1,6.3,4.1,3.0,2.3,24.1,-1.6
OCCN(Cc1ccccc1)Cc1cccc(Cl)c1Cl,-1.5,-1.0,-6.9,8.1,1.5,18.8,20.8,1.4
COC(=O)/C=C1/C(=O)N/C(=N\c2nc(C)cc(C)n2)N1c1ccc(OC)cc1,-3.2,5.5,7.4,1.6,-2.6,3.5,11.6,0.2
Cc1nc2ccc(S(=O)(=O)NCC(=O)N3CCOCC3)cc2s1,-1.9,15.7,13.6,3.7,0.2,16.4,8.3,-1.0
Cc1cc(C(=O)Nc2c(C)n(C)n(-c3ccccc3)c2=O)on1,-1.9,-0.2,1.0,-6.6,-0.7,-14.6,-0.6,1.1
CCNC(=O)N1CCNC(=O)C1CC(=O)Nc1ccc(C(=O)OCC)cc1 (stereo not given),-0.2,-41.7,-43.4,3.7,1.9,-1.2,-10.6,-1.1
COc1cccc(CN2CCNC(=O)C2CC(=O)NCc2cn3ccc(C)cc3n2)c1OC (stereo not given),0.4,-15.2,5.8,-0.3,-0.2,-0.6,-13.2,0.0
CCOC(=O)C1CCN(C(=O)CSc2ccc(Br)cc2)CC1,-2.1,13.8,7.7,25.8,1.6,-10.6,17.7,0.7
